# DT40 TDP1 CPT – growth inhibition of DT40 Tdp1-/-;hTDP1 cells with camptothecin (screen for TDP1 inhibitors); chicken DT40 Tdp1-/-;hTDP1 cells + 20 nM CPT, ATP luminescence, 48 h; Potency, µM (top dose mostly 46.2 µM), for inactives: at the top dose activity change, negative = growth inhibition, most hits filed as inhibitors; 420,000 tested, 12% active; AID 686979; note: nearly all actives have a fitted effect of over 55% in size
#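 Cell growth measured by CellTiter-Glo luminescence after a minimum 48 h, 37 C compound exposure with 20 nM CPT in Tdp1-knockout DT40 cells stably expressing hTDP1, seeded 400/well; qHTS titration format.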
# TDP1 cell noCPT – qHTS for Inhibitors of human tyrosyl-DNA phosphodiesterase 1 (TDP1): qHTS in cells in absence of CPT; DT40 Tdp1-/- hTDP1 cells, no CPT, ATP luminescence, 48 h; 420,000 tested, 15% active; Potency, µM (top dose mostly 46.2 µM), for the others: at the highest dose activity change, negative = growth inhibition, hits mostly inhibitors; note: nearly all actives have a fitted effect of over 55% in size
#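 Growth of hTDP1-complemented DT40 Tdp1-knockout cells is measured by ATP luminescence after at least 48 hr compound exposure at 37 °C, with DMSO substituting for the 20 nM CPT used in the parallel screen.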
# TDP1 inh – TDP1 (human) enzyme inhibition | Q9NUW8 | Potency, µM (top dose mostly 130 µM), without a hit: top-dose activity change, negative = inhibition, usual class: inhibitors | recombinant TDP1, AlphaScreen DNA substrate cleavage | AID 485290 | 350,000 tested, 0.28% active; note: nearly all actives have a fitted effect of over 40% in size
# Target sequence (Q9NUW8 whole entry, looked up): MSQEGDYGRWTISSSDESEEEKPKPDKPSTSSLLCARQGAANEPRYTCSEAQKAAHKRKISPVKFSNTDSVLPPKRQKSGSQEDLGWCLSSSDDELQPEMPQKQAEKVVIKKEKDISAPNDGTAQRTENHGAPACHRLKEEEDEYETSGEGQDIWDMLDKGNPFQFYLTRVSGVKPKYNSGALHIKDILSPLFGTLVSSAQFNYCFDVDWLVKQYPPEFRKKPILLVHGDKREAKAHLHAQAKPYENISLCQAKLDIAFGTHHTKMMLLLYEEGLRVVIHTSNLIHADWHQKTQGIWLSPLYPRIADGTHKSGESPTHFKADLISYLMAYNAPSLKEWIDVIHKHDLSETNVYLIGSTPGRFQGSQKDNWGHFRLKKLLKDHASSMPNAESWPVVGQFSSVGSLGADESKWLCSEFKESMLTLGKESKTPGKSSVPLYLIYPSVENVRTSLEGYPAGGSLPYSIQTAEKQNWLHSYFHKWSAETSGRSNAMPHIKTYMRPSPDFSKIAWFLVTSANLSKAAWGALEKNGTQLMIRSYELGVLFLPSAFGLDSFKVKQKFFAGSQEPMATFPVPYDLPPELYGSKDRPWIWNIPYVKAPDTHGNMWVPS
#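 E. coli-derived human Tdp1, 1 nM final. Cpd preinc 15 min RT; substrate 15 nM final, 5 min RT; AS bead mix 10 ug/ml final, 10 min RT. Signal loss = tyrosine-FITC cleavage. No-enzyme wells = max signal.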
# Numbers without * were called inactive; ? = inconclusive; nt = no result given. Calls come from the whole dose curve; as a rule, active = well fitted curve in the direction sought with a large enough effect; inconclusive = small, poorly fitted or top-dose-only effect, or another doubt; inactive = no such curve, though single readings can be large; an effect the other way counts as inactive or inconclusive. % is set by controls: 0 for no effect and ±100 for the full control effect; potency is the fitted concentration of half-maximal effect.
canonical_smiles	DT40 TDP1 CPT	TDP1 cell noCPT	TDP1 inh
CCC(C(=O)OCC(=O)NC(=O)NC(C)(C)C)c1ccccc1 (stereo not drawn)	?	?	-1%
Cc1ccc(-n2c(C)cc(C)c(C#N)c2=O)cc1	-12%	-10%	-3%
NC(COCc1ccccc1)c1csc(Nc2ccc(C(=O)NCCO)cc2)n1 (stereo not drawn)	?	?	nt
O=C(CS(=O)(=O)c1c[nH]c2ccccc12)N1CCCCC1	-6%	-16%	0%
COc1ccc(C2CC(=O)CC(=O)C2n2cncn2)cc1 (stereo not drawn)	-18%	12%	-4%
Cc1ccc(Sc2ncccc2C(=O)NC2CCCCCC2)cc1C	5%	-21%	0%
O=C(Nc1ccc2[nH]c(=O)[nH]c2c1)c1cccc([N+](=O)[O-])c1	5%	4%	nt
Cc1ccc2nsnc2c1S(=O)(=O)N1CCOCC1	-18%	-8%	4%
CC(C)OC(=O)NS(=O)(=O)c1cccc([N+](=O)[O-])c1	7%	17%	6%
Cc1ccc2nc(COc3cccc(NC(=O)COc4ccc(F)cc4)c3)cc(=O)n2c1	-16%	-22%	3%
CCCOc1ccc(/C(O)=C2/C(=O)C(=O)N(CCN(C)C)C2c2ccco2)cc1 (stereo not drawn)	-3%	-6%	2%
O=S(=O)(c1ccc(Br)cc1)c1nc(-c2ccco2)oc1NCC1CCCO1 (stereo not drawn)	3%	-16%	8%
CC(C)CCNC(=O)C(c1ccncc1)N(C(=O)Cn1nnc(-c2ccc(F)cc2)n1)c1ccccc1F (stereo not drawn)	-16%	?	2%
CCn1cc(C(=O)NCCc2ccc(Cl)cc2)c(=O)c2cc(S(=O)(=O)N(C)C)ccc21	3%	6%	nt
COc1ccc(/C=C/C(=O)NCCN=C2NS(=O)(=O)c3ccccc32)cc1	-11%	-9%	-3%
O=C(C1=C[C@@H](C2CCCCC2)C[C@@H](OCCCCO)O1)N1CCN(Cc2ccc3c(c2)OCO3)CC1	?	?	9%

# 3 structures from above, arranged by count of non-hydrogen atoms, highest first.
canonical_smiles	DT40 TDP1 CPT	TDP1 cell noCPT	TDP1 inh
CCCOc1ccc(/C(O)=C2/C(=O)C(=O)N(CCN(C)C)C2c2ccco2)cc1 (stereo not drawn)	-3%	-6%	2%
O=S(=O)(c1ccc(Br)cc1)c1nc(-c2ccco2)oc1NCC1CCCO1 (stereo not drawn)	3%	-16%	8%
Cc1ccc(-n2c(C)cc(C)c(C#N)c2=O)cc1	-12%	-10%	-3%

# The list continues:
canonical_smiles	DT40 TDP1 CPT	TDP1 cell noCPT	TDP1 inh
CCOC(=O)C1(C)CCCCCN1C(=O)c1ccc(Cl)nc1 (stereo not drawn)	-18%	-9%	nt
COc1ccc(-c2ccc(Nc3ccc(C(=O)N4CCOCC4)cc3)nn2)cc1OC	?	?	2%
CCCCn1cc(S(=O)(=O)c2ccc(C)c(C)c2)c(=O)c2cc(F)c(N(CC)CC)cc21	7.3µM*	8.2µM*	-1%
O=C1C2C3C=CC(C4CC34)C2C(=O)N1/N=C/c1c[nH]c2ccccc12 (stereo not drawn)	-23%	-8%	-3%
c1ccc(-c2ccc3cnccc3n2)cc1	-5%	-13%	nt
COc1ccc(CC(=O)NC2CC(=O)N(c3cccc(F)c3)C2)cc1OC (stereo not drawn)	7%	0%	-5%
COc1ccc(-n2c(N)c(Br)c(=O)[nH]c2=O)cc1	2%	-2%	-2%
Cn1c(CCNC(=O)c2ccc(Cl)cc2)n[nH]c1=S	8%	2%	3%
CCOC(=O)C1CCN(C(=O)c2nn(-c3ccc(C)cc3)c(=O)c3c2c2ccccc2n3C)CC1	-10%	?	-2%
C=C(C)CN(CC)C(=O)CSc1ccc(S(=O)(=O)N2CCN(C)CC2)cn1	-22%	-27%	4%
COc1ccc(C(=O)N/N=C/c2ccc(OC)c(COc3ccccc3)c2)cc1	?	?	6%
Cc1ccc(OCC(=O)Nc2ccc3c(c2)C(=O)NC3=O)c(C)c1	?	?	2%
CCSc1nc2c([nH]c3ccccc32)c(=O)n1-c1cccc(OC)c1	?	?	7%
O=C(NCC(c1ccco1)N1CCCC1)c1cn(Cc2ccccc2)nc1-c1ccccc1 (stereo not drawn)	-7%	-25%	3%
Cc1nc2cnc(Oc3cccc(Cl)c3)nc2n(Cc2ccc(F)cc2)c1=O	?	?	nt
COc1cccc(/C=N/NC(=O)C(C)Cn2cnc3ccccc32)c1 (stereo not drawn)	-18%	?	4%

# In a second layout: 4 of the compounds above
> CCOC(=O)C1(C)CCCCCN1C(=O)c1ccc(Cl)nc1 (stereo not drawn)
  DT40 TDP1 CPT = -18%
  TDP1 cell noCPT = -9%
  TDP1 inh = nt

> COc1ccc(-c2ccc(Nc3ccc(C(=O)N4CCOCC4)cc3)nn2)cc1OC
  DT40 TDP1 CPT = ?
  TDP1 cell noCPT = ?
  TDP1 inh = 2%

> CCCCn1cc(S(=O)(=O)c2ccc(C)c(C)c2)c(=O)c2cc(F)c(N(CC)CC)cc21
  DT40 TDP1 CPT = 7.3µM*
  TDP1 cell noCPT = 8.2µM*
  TDP1 inh = -1%

> O=C1C2C3C=CC(C4CC34)C2C(=O)N1/N=C/c1c[nH]c2ccccc12 (stereo not drawn)
  DT40 TDP1 CPT = -23%
  TDP1 cell noCPT = -8%
  TDP1 inh = -3%

# More entries
canonical_smiles	DT40 TDP1 CPT	TDP1 cell noCPT	TDP1 inh
O=C(N=C1SC2CS(=O)(=O)CC2N1CCc1ccc(F)cc1)C1CCCCC1 (stereo not drawn)	-21%	-4%	3%
CS(=O)(=O)c1ccc(S(=O)CC(=O)OCc2ccccc2)c([N+](=O)[O-])c1 (stereo not drawn)	0.23µM*	0.33µM*	5%
Cc1ccc(S(=O)(=O)N2CCOCC2)cc1C(=O)Nc1cccc(C(=O)NC2CC2)c1	-11%	-9%	1%
Cn1c(=N)n(CC(=O)c2ccc(Br)cc2)c2ccccc21	21µM*	18µM*	nt
CCOC(=O)c1c(NC(=O)C(F)(OC)C(F)(F)F)sc(C(=O)N2CCCCC2)c1C (stereo not drawn)	-23%	-11%	5%
Cc1ccc(S(=O)(=O)NCC(=O)N(CC(=O)NCc2ccco2)Cc2ccc3c(c2)OCO3)cc1	-12%	-27%	0%
C=CCN1C=CC(=O)[C@@H](OC(=O)Nc2ccc(Br)cc2)[C@H]1c1ccccc1Br	23µM*	?	nt
COc1ncc2nc(-c3ccccc3)c(=O)n(C[C@H]3CCCO3)c2n1	16%	-19%	nt
COc1ccccc1CNC(=O)C(C)n1c(=O)cc(-c2ccccc2)c2c(C)nn(C)c21 (stereo not drawn)	?	?	3%
O=C1NC(=O)/C(=C\c2ccccc2OCc2ccc([N+](=O)[O-])cc2)N1	?	?	-3%
CCOc1ccc(NC(=O)c2cnn3c2NC(c2cccc(OC)c2)=CC3c2ccccc2)cc1 (stereo not drawn)	21µM*	21µM*	5%
Cc1ccc2oc(C(=O)NCc3ncc(C)[nH]3)c(C)c2c1	5.2µM*	?	1%
Cc1ccc(-c2nc3sc(CCNS(=O)(=O)c4cc(F)ccc4F)c(C)n3n2)cc1	?	21µM*	3%
Cc1ccsc1/C=N/NC(=O)c1cccc(S(=O)(=O)Nc2ccccc2Cl)c1	-16%	-12%	5%
Cc1ccc(-c2csc(NC(=O)CSc3nc(C)cc(=O)[nH]3)n2)cc1	18µM*	18µM*	7%
C/C(=C/C(=O)N1CCN(C)CC1)C(=O)O	0%	-3%	1%
CCCCCC(C)N (stereo not drawn)	15%	12%	7%
Cc1ccccc1C(=O)NCCN1CCOCC1	2%	0%	6%
CC(C)CCn1cnc2c(cnn2-c2ccc(Cl)cc2)c1=O	-19%	-30%	3%
CCOC(=O)c1cc(OC(=O)Cc2ccc(OC)c(S(=O)(=O)N3CCOCC3)c2)cc(C(=O)OCC)c1	0%	-28%	nt
O=C(CN1CCN(c2ccc(O)cc2)CC1)Nc1cc(S(=O)(=O)N2CCCC2)ccc1Cl	?	18µM*	7%
COc1ccc(C2C(=O)N(C3CCCCC3)CC(=O)N2Cc2ccc3c(c2)OCO3)cc1 (stereo not drawn)	?	?	-1%
COCc1cccc(-c2csc(C(C)(O)c3cccc(OC)c3)n2)c1 (stereo not drawn)	13µM*	?	nt
CCCCn1nnnc1SCC(=O)Nc1cccc(C)c1	-1%	-16%	1%
CCc1ccccc1NC(=O)CNC(=O)CSC(=S)N1CCCC1	-13%	1%	1%
COc1ccccc1C1CN(c2ccccc2)N=C1c1cccs1 (stereo not drawn)	?	?	7.9µM*
CCOc1ccc(-c2n[nH]c(=S)n2/N=C/c2cc3c(cc2[N+](=O)[O-])OCO3)cc1	?	-21%	0%
Cc1cc(C)nc(NC(=O)c2cc(Br)ccc2Cl)n1	16%	5%	-1%
Cc1cc(N2CCN(S(=O)(=O)c3ccc4c(c3)OCCO4)CC2)n2ncnc2n1	?	?	-4%
COC(=O)c1cc(NC(=O)Nc2ccccc2)ccc1Cl	?	?	-4%
O=C(CSc1ncn[nH]1)NCCc1ccc(Cl)cc1	-23%	3%	nt
Cc1cccc(-n2c(SCC(N)=O)nnc2-c2ccccn2)c1C	1%	-4%	3%
COc1ccc(CNC(=O)C2CCN(c3nnc(-n4c(C)ccc4C)s3)CC2)c(OC)c1	?	16µM*	8%
Cc1cnc(NC(=O)CSc2nnc(-c3ccncc3)n2C2CCCCC2)s1	-29%	-21%	4%
COc1ccc(CNc2nc(SC)n[nH]2)cc1OC	-2%	-3%	-7%
CCOC(=O)c1c2n(c3ccc(O)cc13)CCCCC2	?	?	9%
O=C(CON=C1c2ccccc2-c2ccccc21)NC12CC3CC(CC(C3)C1)C2	-73%	?	-7%
COc1ccccc1CN1CC2(CCN(C(=O)c3cccc(F)c3)CC2)C1	6%	-8%	nt
C[C@@H]1CN([C@H](C)CO)C(=O)CCCn2nncc2CO[C@@H]1CN(C)S(=O)(=O)c1cccc(F)c1	-12%	-6%	nt
COc1ccc(C(=O)Oc2ccc(C)cc2)cc1S(=O)(=O)N1CCOCC1	-22%	?	nt
O=C(CN(c1ccc(Cl)c(C(F)(F)F)c1)S(=O)(=O)c1ccccc1)N/N=C/c1cccc2c1OCCO2	?	?	7%
CCC(=O)N1CCc2nc(-c3ccccc3)sc2C1	-4%	2%	nt
CCCCNC(=O)[C@H]1C[C@H]1[C@@H](O)[C@H](CO)NC(=O)[C@H](Cc1ccccc1)NC(=O)OC(C)(C)C	-21%	1%	nt
O=C(CCNS(=O)(=O)c1c(Cl)cccc1Cl)OCC(=O)c1ccccc1	-1%	-14%	-1%
COc1ccc2c(c1)C1CC(C)(NC(=O)C1C(=O)c1ccccc1)O2 (stereo not drawn)	0%	-2%	2%
Fc1ccc(-c2csc(-c3cccnc3)n2)cc1F	1%	4%	nt
CCOC(=O)c1c(O)c2ccccc2oc1=O	8%	15%	1%
O=C(c1cccnc1)N1N=C(C2CC2)CC1(O)C(F)(F)F (stereo not drawn)	-18%	?	-3%
O=C(NC1CCCC1)C(c1ccccc1F)N(C(=O)c1csnn1)C1CC1 (stereo not drawn)	-20%	-14%	2%
Cc1ccccc1Nc1ncnc2c1c(-c1ccccc1)cn2-c1ccc(F)cc1	?	?	0%
O=C(CN1C(=O)NC2(CCCC2)C1=O)Nc1nc2ccccc2s1	-6%	-15%	nt
COc1ccc([C@H]2C[C@H](O)[C@@H](n3cc(C4CC4)nn3)CN2Cc2cccs2)cc1	?	12µM*	nt
CN(Cc1ccccc1)C(=O)c1ccc2sc([C@@H]3O[C@H](CO)[C@H](O)[C@H](O)[C@H]3O)nc2c1	4%	3%	nt
COC(=O)c1ccc(S(=O)(=O)c2ccccc2)c(N)c1	-24%	-26%	0%
COc1ccc(OC)c(S(=O)(=O)N2CCC(C(=O)N3CCN(Cc4ccccc4)CC3)CC2)c1	-10%	?	4%
Cc1[nH]n(-c2cccc([N+](=O)[O-])c2)c(=O)c1-c1ccccc1	-24%	?	5%
Cc1onc(-c2ccccc2Cl)c1C(=O)Nc1ccc(Cl)cn1	?	?	nt
CN(CC(=O)N1CCN(Cc2ccccc2)CC1)S(=O)(=O)c1ccc(F)cc1	-18%	-22%	1%

# Results in TDP1 cell noCPT (five entries from above):
canonical_smiles,TDP1 cell noCPT
O=C(NCC(c1ccco1)N1CCCC1)c1cn(Cc2ccccc2)nc1-c1ccccc1 (stereo not drawn),-25%
CCC(C(=O)OCC(=O)NC(=O)NC(C)(C)C)c1ccccc1 (stereo not drawn),?
COc1ccc(-c2ccc(Nc3ccc(C(=O)N4CCOCC4)cc3)nn2)cc1OC,?
COC(=O)c1cc(NC(=O)Nc2ccccc2)ccc1Cl,?
Cc1cnc(NC(=O)CSc2nnc(-c3ccncc3)n2C2CCCCC2)s1,-21%

# Screens as filed in PubChem.
